PNC assembly inh: perinucleolar compartment assembly inhibition; activity change (PNC), negative = inhibition, % at 10 µM; PC3M PTB-GFP, PNC prevalence imaging, 16 h; stronger effect = lower value; actives 3.1% (n = 140,000);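 active = readout at or below -70, meaning at least 70% loss of cells showing the perinucleolar compartment, a nuclear body marking cancer cells; inconclusive = readout between -30 and a set limit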;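 also: plate controls were DMSO wells for no effect and camptothecin positive control wells for full effect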
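PC3M cells stably expressing PTB-GFP, 750–1000 cells/well, treated 16 h at 37 °C with compound (23 nl of library stock), in duplicate. After paraformaldehyde fixation and Hoechst stain, imaged at 20x; PNC prevalence scored by image analysis.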
15-hLO-2 inh: 15-hLO-2 (ALOX15B) enzyme inhibition. AID 881. actives 0.56% (n = 110,000). purified 15hLO-2, xylenol orange hydroperoxide absorbance. Potency, µM (highest dose often 57.1 µM), without a hit: at the highest dose activity change, negative = inhibition, most hits filed as inhibitors; also: potency is read from the fitted curve at half-maximal effect; nearly all actives have a fitted effect of over 60% in size; many of its hits are not listed in these tables
Target sequence (O15296 whole entry, looked up): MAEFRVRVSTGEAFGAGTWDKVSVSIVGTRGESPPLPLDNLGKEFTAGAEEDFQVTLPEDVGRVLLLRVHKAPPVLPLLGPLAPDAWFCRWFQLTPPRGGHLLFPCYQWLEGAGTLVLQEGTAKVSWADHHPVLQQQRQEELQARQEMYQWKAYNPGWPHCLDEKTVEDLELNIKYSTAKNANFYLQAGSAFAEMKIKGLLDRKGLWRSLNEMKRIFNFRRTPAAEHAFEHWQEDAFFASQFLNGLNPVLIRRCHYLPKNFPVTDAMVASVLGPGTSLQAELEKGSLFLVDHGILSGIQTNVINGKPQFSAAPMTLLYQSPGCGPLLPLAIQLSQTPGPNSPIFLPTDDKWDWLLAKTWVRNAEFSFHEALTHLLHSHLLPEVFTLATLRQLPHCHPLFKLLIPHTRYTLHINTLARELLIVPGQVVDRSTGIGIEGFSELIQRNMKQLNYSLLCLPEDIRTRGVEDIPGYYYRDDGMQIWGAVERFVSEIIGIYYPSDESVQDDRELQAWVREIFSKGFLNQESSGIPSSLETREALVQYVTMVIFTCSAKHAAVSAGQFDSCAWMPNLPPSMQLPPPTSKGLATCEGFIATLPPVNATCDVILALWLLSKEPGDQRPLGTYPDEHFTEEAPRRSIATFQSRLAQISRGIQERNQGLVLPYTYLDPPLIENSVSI
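Enzyme 50 nM, AA 45 uM, 25 mM Hepes pH 7.5 + 0.01% Triton X-100; cpd preinc 15 min RT, rxn 90 min RT; stop/detect with 200 uM XO + 300 uM Fe(II) in 50 mM H2SO4, 30 min; A573/A405.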
12-hLO inh: blocks human 12-lipoxygenase activity; P18054; purified 12-hLO, xylenol orange hydroperoxide absorbance; Potency, µM (highest dose often 57.1 µM), without a hit: top-dose activity change, negative = inhibition, most hits filed as inhibitors; actives 0.12% (n = 150,000); AID 1452; also: potency is read from the fitted curve at half-maximal effect; nearly all actives have a fitted effect of over 55% in size; many of its hits are not listed in these tables
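Hydroperoxide formation by human 12-lipoxygenase from 40 uM arachidonic acid was followed colorimetrically via ferric-xylenol orange complex, using the 573/405 nm absorbance ratio. Enzyme concentration was 150 nM, with 30 min reaction at room temperature.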
IMPase cell inh: cell-permeable inhibitors of inositol monophosphatase (IMPase); P97697; CHO-M1 cells, IP1 accumulation, HTRF TR-FRET ratio; inhibition (IP1 accumulation), % at 46.1 µM; 120,000 tested, under 10 active; AID 901; active = well fitted curve in the direction sought with a large enough effect in the signal ratio, not every such curve was filed as active; inconclusive = small, poorly fitted or top-dose-only effect, or a change in a side signal; inactive = no such curve, though single readings can be large or run the other way; the % refers to the signal ratio;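 also: cells stimulated with carbachol in lithium chloride buffer; plate controls were DMSO basal wells for no effect and reference inhibitor wells for full effect; higher means more IMPase inhibition seen as more IP1 and lower FRET ratio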
Target sequence (P97697 whole entry, looked up): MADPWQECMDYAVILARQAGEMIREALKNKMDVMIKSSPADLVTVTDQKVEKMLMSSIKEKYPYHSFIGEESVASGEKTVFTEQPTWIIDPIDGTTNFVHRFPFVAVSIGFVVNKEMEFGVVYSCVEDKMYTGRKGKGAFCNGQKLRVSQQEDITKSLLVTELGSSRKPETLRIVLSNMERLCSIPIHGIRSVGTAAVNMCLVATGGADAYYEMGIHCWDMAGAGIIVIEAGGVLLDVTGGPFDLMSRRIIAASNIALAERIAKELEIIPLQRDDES
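Measured: the HTRF emission ratio (665/620 nm) plus the 620 nm donor channel, each fitted to the Hill equation to give AC50. Cells were CHO-M1 given compounds up to 46 uM and a 30 min carbachol stimulation at 37C.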
Numbers without * were called inactive; u = inconclusive; x = not tested or not shown; [ ] = dose if it differs, or a comment. Unless noted, calls follow the shape of the dose curve; as a rule, active = well fitted curve in the direction sought with a large enough effect; inconclusive = small, poorly fitted or top-dose-only effect, or another doubt; inactive = no such curve, though single readings can be large; an effect the other way counts as inactive or inconclusive. Unless noted, % is scaled to controls: 0 for no effect and ±100 for the full control effect. A portion of the library; count on the stated rates, not on these rows.

PNC assembly inh	15-hLO-2 inh	12-hLO inh	IMPase cell inh	compound
x	-8%[11.4 µM]	-9%[11.4 µM]	x	CCN(Cc1cc(Cl)cc(C)c1O)Cc1c(O)ccc2ccccc12
3	x	4%	x	O=C(CNc1ccc2ccccc2c1)N/N=C/c1cc2ccccc2nc1Cl
u	0%	4%	6	CCN1CCN(Cc2ccc(NC(=O)Nc3ccccc3OC)cc2)CC1
-17	x	-11%	x	C/C(CC(=O)Nc1ccc(Cl)c(C(F)(F)F)c1)=N\NC(=O)c1cc2ccccc2cc1O
89	x	-5%	27	O=C(CN(C1CCCCC1)S(=O)(=O)c1ccccc1)NCc1ccco1
-23	-13%	4%	0	O=C(NC1CCCCC1)c1ccc(COCC(F)(F)F)o1
48	x	-1%	x	Cc1cc(-c2n[nH]c(=S)n2/N=C/C(Br)=C/c2ccccc2)n[nH]1
-18	6%	-4%	2	CCN(CC)C(=O)Cn1c(=O)n(-c2ccccc2)c(=O)n1CC(=O)N(CC)CC
39	5%[2.29 µM]	0%	2	O=C(NC1=NCCS1)c1nc(-c2ccccc2)n(-c2ccccc2)n1
21	-1%	3%	5	O=S(=O)(c1cccc(-c2cn3cc(Cl)ccc3n2)c1)N1CCOCC1
u	1%	1%	7	O=C(CSc1nnc(-c2ccco2)n1CC1CCCO1)NC1CCCC1 (stereo not given)
u	0%	0%	0	CCOc1cc(C(C#N)N2CCOCC2)ccc1OC (stereo not given)
u	8%	-4%	1	O/N=C/CCn1c(=S)sc2ccccc21
61	23%	0%	-16	Cc1cccc(OCCn2c(-c3ccco3)nc3ccccc32)c1
-11	-5%	5%	16	Cc1c(N=C2Nc3cccc4cccc2c34)c(=O)n(-c2ccccc2)n1C
53	x	-5%	x	O=C(CCN1C(=O)c2ccccc2C1=O)NNC(=O)c1ccc(Cl)cc1Cl
-25	x	-1%	-4	CCCn1c(=O)c2ccccc2n2c(SCC(=O)N3CCc4ccccc4C3)nnc12
u	-6%	1%	14	c1ccc(-n2cnnc2SCc2cn3ccsc3n2)cc1
-114*	x	-2%	x	Cc1cc(C(=O)N/N=C/c2cn[nH]c2-c2ccccc2)cs1
-17	-9%	6%	11	COc1ccc(C)cc1NC(=O)CCCN1C(=O)CCC1=O
57	x	3%	x	Cc1ccc(S(=O)(=O)NC(C)(C)CSc2ccccn2)cc1
-100*	5%	-3%	1	COc1ccc(CCC(=O)NC2=NCCS2)cc1OC
-7	-6%	0%	-3	COc1ccc2c(c1)CCCN2C(N)=O
-7	8%	0%	-7	CC(=O)C1=C(C)Nc2ncnn2C1c1ccccc1OCc1ccccc1 (stereo not given)
-27	8%	4%	22	COc1ccccc1S(=O)(=O)Cc1ccc(C(=O)NCCN2CCCCCC2)o1
-3	x	-1%	x	COc1cc(C(=O)Nc2nnc(C(C)(C)C)s2)c([N+](=O)[O-])cc1OC
u	u	u	3	CCCc1cc(-c2n[nH]c(C)c2-c2ccc(C(=O)OCC)o2)c(O)cc1O
u	-8%	-2%	3	Cn1c(=O)c2c(nc(CN3CCN(C(=O)c4ccco4)CC3)n2Cc2cccc(Cl)c2)n(C)c1=O
2	0%	-4%	5	CN(C)Cc1c(C#N)c2ccccc2n1C
49	-3%	1%	-2	CC(C)(C)NC(=O)CN(Cc1cccs1)C(=O)C1COc2ccccc2O1 (stereo not given)
x	7%	-4%	x	COc1ccccc1CNc1ncncc1-c1ccccc1C
-14	-8%	3%	-3	CS(=O)(=O)N1CCC(C(=O)NCCC2=CCCCC2)CC1
116	x	4%	0	Cc1ccc2[nH]c(=O)c(CN(CCN3CCOCC3)C(=O)Nc3ccccc3F)cc2c1
x	-5%	-2%	x	COCCn1c(=O)c(-c2ccc(F)cc2)nc2cnc(Oc3cccc(Cl)c3)nc21
-24	-3%	-5%	u	O=C(NCc1ccc(F)cc1)c1cc(S(=O)(=O)N2CCOCC2)ccc1F
x	-7%	-4%	x	COc1ccc(-n2c(=O)c(-c3cn(C)c4ccccc34)nc3cncnc32)cc1

Profiles as entered above. Values in the order: PNC assembly inh	15-hLO-2 inh	12-hLO inh	IMPase cell inh
Profile of `CN(C)Cc1c(C#N)c2ccccc2n1C` : 2	0%	-4%	5
Profile of `CCCn1c(=O)c2ccccc2n2c(SCC(=O)N3CCc4ccccc4C3)nnc12` : -25	x	-1%	-4
Profile of `Cn1c(=O)c2c(nc(CN3CCN(C(=O)c4ccco4)CC3)n2Cc2cccc(Cl)c2)n(C)c1=O` : u	-8%	-2%	3

Other structures.
PNC assembly inh	15-hLO-2 inh	12-hLO inh	IMPase cell inh	compound
u	-9%	-5%	8	O=C(Nc1cccn2ncnc12)C(Cl)Cl
48	-21%	1%	4	CCOc1ccccc1-c1nc(-c2ccc(NC(=O)Cc3ccc(OC)cc3)cc2)no1
u	x	2%	x	O=C(Nc1ccc(S(=O)(=O)N2CCCC2)cc1)c1ccc2c(=O)n3c(nc2c1)CCCCC3
81	-6%	-13%	3	O=C(NCc1ccco1)c1ccccc1Nc1ccc(F)cc1
x	-1%	3%	x	O=C(c1ccncc1)N1CCC2(CCCN(c3ccncc3)C2)CC1
-14	x	1%	x	COc1ccc(OCC(=O)N2c3ccccc3CCc3ccccc32)cc1
34	5%[11.4 µM]	3%	9[1.84 µM]	CN(C)c1ccc(/C=c2\sc3n(c2=O)CCCN=3)cc1
15	-2%	4%	5	CCOc1ccc(NC(=O)CSc2nnc(CCNC(=O)c3ccc(OC)cc3)n2C)cc1
14	u	-16%	2	CC(C)(C)CC(=O)NC(=S)NCCc1ccccc1
-3	-1%	-5%	-2	COc1ccc(CN2CCCCC2C)cc1OC (stereo not given)
-8	x	-2%	-13	COc1ccc(Cl)cc1NC(=S)NCc1ccco1
-80*	0%	9%	-23	Cc1nc2scc(-c3cccs3)c2c(=O)n1CC(=O)O
u	-7%	0%	-4	CC(=O)Nc1c(OC(C)=O)ccc2c(C)cc(=O)oc12
3	-10%	-5%	3	CCOCCCNC(=O)c1cn(CC(C)C)c(=O)c2cc(OC)c(OC)cc12
20	x	0%	x	Cc1c(/C=N/NC(=O)C2(O)c3ccccc3-c3ccccc32)cnn1C
x	35%[activator]	-7%	x	CS(=O)(=O)Nc1cccc(-c2ccc3ncnc(Nc4ccc(F)cc4)c3c2)c1
2	5%	-3%	-6	Cc1nc2ccc(NC(=O)N3CCOCC3)cc2s1
13	-7%	-3%	-1[20.6 µM]	CC(C)(Oc1ccc(CCNC(=O)c2ccc(Cl)cc2)cc1)C(=O)O
-1	-21%	6%	13	O=[N+]([O-])c1ccc(O)c(NC(=S)Nc2ccccc2)c1
-3	-4%	-1%	6	O=c1[nH]nc2n1CCCCC2
11	-2%	7%	-1	COC(=O)C(C)N(C#N)c1nc(C)nc(C)n1 (stereo not given)
-28	x	-1%	11	N=C(N)SCc1nc2ccccn2c1Br
49	x	-1%	x	CCOC(=O)CSCc1nc(-c2ccc(Cl)cc2)oc1C
57	x	-3%	-1	Cc1cc(/C=C2/C(=N)N3C(c4ccccc4)=CSC3=NC2=O)c(C)n1-c1ccccc1

An excerpt from above in order of heavy-atom count, largest number first:
PNC assembly inh	15-hLO-2 inh	12-hLO inh	IMPase cell inh	compound
57	x	-3%	-1	Cc1cc(/C=C2/C(=N)N3C(c4ccccc4)=CSC3=NC2=O)c(C)n1-c1ccccc1
-1	-21%	6%	13	O=[N+]([O-])c1ccc(O)c(NC(=S)Nc2ccccc2)c1
-3	-4%	-1%	6	O=c1[nH]nc2n1CCCCC2

The results go on:
PNC assembly inh	15-hLO-2 inh	12-hLO inh	IMPase cell inh	compound
5	x	-2%	1	O=[N+]([O-])c1cccc(S(=O)(=O)N2CCCC2)c1
17	x	-10%	x	Cc1c(NC2=C(Cl)C(=O)N(c3ccccc3Cl)C2=O)c(=O)n(-c2ccccc2)n1C
27	-2%	6%	-3	O=C(N/N=C\c1ccc(-c2ccc(Cl)c(Cl)c2)o1)C(=O)N1CCCC1
56	-1%	-4%	22	COc1ccc(OC)c2[nH]c(=O)c(CCNC(=O)CC(C)C)cc12
-19	14%	-3%	10	COc1cc(-c2nnc(SCc3ccccc3Cl)o2)cc(OC)c1OC
u	0%	0%	3	Cc1nc(C)n(CC(O)COc2ccc3c(c2)CCC3)n1 (stereo not given)
18	5%	0%	-6	Cc1cc(NC(NC(=O)c2ccco2)(C(F)(F)F)C(F)(F)F)no1
x	-6%[11.4 µM]	4%[11.4 µM]	x	O=C(O)[C@H](Cc1ccc(O)c([N+](=O)[O-])c1)N1C(=O)c2ccccc2C1=O
-98*	-4%	-13%	14	COC(=O)c1cccc(S(=O)(=O)N2CCC(NC(=O)Nc3cccc(F)c3)CC2)c1
-4	x	0%	x	CC1(C)COC(c2cccc(C3=NC(C)(C)CO3)n2)=N1
66	19%	2%	-1	Cc1noc(NS(=O)(=O)c2ccc(N/C=C\C(=O)c3ccc4c(c3)OCO4)cc2)c1C
-8	-23%	-6%	-1	CCOC(=O)Cc1csc(NC(=O)Cc2cccs2)n1
10	7%	-1%	2	CCOc1ccc(-c2noc(CCC(N)=O)n2)cc1OCC
-5	2%	-5%	u	Cc1ccc(S(=O)(=O)NCC(=O)NC2CCCC2)cc1
22	x	-2%	x	CCN(CC)S(=O)(=O)c1cccc(C(=O)OCC(=O)Nc2ccc3c(c2)c2ccccc2n3CC)c1
0	-1%	-5%	11	CCCOc1nc2c(c(=O)n(C)c(=O)n2C)n1Cc1cccc2ccccc12
0	-15%	-14%	-1	CCOC(=O)CN(C)Cc1c[nH]c2ccccc12
-26	3%	-3%	9	O=C(Nc1ccc(S(=O)(=O)N2CCCCCC2)cc1)c1ccco1
-20	-2%	6%	3	O=C(NC1CCCc2ccccc21)C1CCN(c2c3c(nc4ncnn24)CCC3)CC1 (stereo not given)
30	-25%	-9%	1	O=C(CSc1nnc(-c2ccc(Cl)cc2)o1)N1CCN(c2ccccc2)CC1
27	-10%	-2%	-12	O=C1NC(c2ccccc2)C(C(=O)c2cccs2)C(O)(C(F)(F)F)N1 (stereo not given)
-7	x	1%	x	Cc1ccc(N2C(=O)C(NC(=O)c3c(F)cccc3F)(C(F)(F)F)C3=C2CC(C)(C)CC3=O)cc1 (stereo not given)
57	x	1%	x	O=C(COC(=O)CCOc1ccccc1)Nc1ncc(Cl)cc1Cl
u	9%	-5%	3	COc1ccc(CNC(=O)C2CCCN(c3nc4ccccc4o3)C2)c(OC)c1 (stereo not given)
1	x	-3%	x	N#C/C(=C\c1ccc(OCC(N)=O)cc1)c1ccccc1
-6	-10%	-2%	8	COc1cccc(C(=O)N2CCN(Cc3cccc(F)c3)CC2)c1
21	x	0%	-10	O=C(N/N=C/c1ccc(-c2ccc([N+](=O)[O-])cc2)o1)C(O)c1ccccc1 (stereo not given)
34	x	-1%	x	O=C(COC(=O)c1ccc(Br)cc1)NCCc1ccccc1
40	-7%	0%	-2	O=C(Nc1ccc(N2CCOCC2)cc1)c1ccc(Cl)nc1
26	x	-1%	x	CCCCCC(=O)NC(=S)Nc1ccc(Cl)cn1
94	x	2%	6	Cc1cc(C(=O)NCC(=O)OCC(=O)N(C(C)C)C(C)C)ccc1[N+](=O)[O-]
9	-6%	-1%	-4	CCOC(=O)CC(=O)Nc1nnc(CC(C)C)s1
u	-8%	-1%	0	COc1cccc(N2C(=O)CC(c3c[nH]c4ccccc34)C2=O)c1 (stereo not given)
-26	2%	6%	0	Cc1ccc(NC(=O)CCn2cccc2)cc1C
50	x	3%	x	CN(C(=O)c1ccccc1C(=O)OCC(=O)NCc1ccccc1)C1CCCCC1
6	-3%	-3%	4	CCN(CC)S(=O)(=O)c1ccc(/C(O)=C(\C#N)c2nc3ccccc3n2C)cc1
u	-6%	3%	-16	Cc1cc(C(C)(C)C)cc(S(=O)(=O)NCCO)c1C
x	4%	0%	x	COC(=O)[C@@]1(Cc2ccccc2)[C@H]2c3cc(C(=O)N4CCCC4)n(Cc4c(CO)[nH]cc(C)c4=O)c3C[C@H]2CN1C(=O)c1ccccc1
